aGlu spleen mod = inhibits or activates alpha-glucosidase in human spleen homogenate. human spleen homogenate, 4-MU-alpha-glucoside fluorescence. P10253. Potency, µM (series often up to 79.9 µM), for inactives: at the top dose activity change, negative = inhibition, actives largely listed as inhibitors. 0.006% of 240,000 active;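 further: 0% = enzyme with vehicle and -100% = no enzyme basal signal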
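Human spleen homogenate (1 ug) with 4-methylumbelliferyl-alpha-D-glucopyranoside (1 mM final) in 50 mM citrate/phosphate pH 5.0, 0.01% Tween-20; 40 min at 37 C. Stopped at pH 10; 4-MU fluorescence Ex 365/Em 440 nm; AC50 by Hill fit.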
GAA glycogen mod = GAA glycogen-cleavage inhibition or activation. P10253. recombinant GAA, glycogen substrate, Amplex Red glucose oxidase fluorescence. Potency, µM (series often up to 76.4 µM), inactives show at the top dose activity change, negative = inhibition, actives largely listed as inhibitors. 0.38% of 300,000 active. AID 2100;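 further: 0% = full enzyme reaction and -100% = no-enzyme basal signal; the screen sought inhibitors and activators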
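Recombinant human enzyme (4 nM); glycogen substrate; 37 C, 40 min, pH 5.0. Readout: coupled glucose oxidase/Amplex Red fluorescence.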
GAA inh = inhibitors of human lysosomal alpha-glucosidase; purified human GAA, 4-MU-alpha-glucoside fluorescence; Potency, µM (highest dose often 76.9 µM), without a hit: at the top dose activity change, negative = inhibition, most hits filed as inhibitors; 0.005% of 200,000 active;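 further: plate controls were uninhibited enzyme wells for no effect and no-enzyme background for full effect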
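Fluorescence at Ex 365/Em 440 nm from 4-methylumbelliferone reported enzyme activity after 20 min at room temperature. Reactions used 4 nM enzyme and 400 uM substrate at pH 5.0; curves fitted with the Hill equation.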
SMN2 splice enh = increases expression of the SMN2 splice variant | AID 1458 | HEK293 SMN2-luciferase splicing reporter, luminescence, 30-36 h | Potency, µM (top dose mostly 46.1 µM), inactives show top-dose activity change, positive = activation, actives largely listed as activators | 2.8% of 210,000 active; further: % of control where 0% means no effect; nearly all actives have a fitted effect of over 55% in size
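HEK293 cells carry an SMN2 […]–luciferase reporter in which exon 7 inclusion puts luciferase in frame. Cells were plated 10-12 h before compound addition, then incubated 30-36 h at 37C. ONE-Glo luminescence was read; sodium butyrate at 4.5 mM final served as control.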
GoLoco inh red = inhibitors of human Gai1-RGS12 GoLoco interaction (red fluorophore); Gai1:RGS12 GoLoco peptide FP, rhodamine, 10 min; Potency, µM (titrated, usually from 61.6 µM), for inactives: at the top dose activity, negative = inhibition, most hits filed as inhibitors; 0.44% of 230,000 active; AID 880; active means well fitted inhibition curve with a large enough effect, not every such curve was filed as active; inactive means no such curve, though single readings can be large or run the other way; further: on the % scale 0 is the no-effect control and ±100 the full control effect; nearly all actives have a fitted effect of over 30% in size; many of its hits are not listed in these tables
Target sequence (P63096 whole entry, looked up): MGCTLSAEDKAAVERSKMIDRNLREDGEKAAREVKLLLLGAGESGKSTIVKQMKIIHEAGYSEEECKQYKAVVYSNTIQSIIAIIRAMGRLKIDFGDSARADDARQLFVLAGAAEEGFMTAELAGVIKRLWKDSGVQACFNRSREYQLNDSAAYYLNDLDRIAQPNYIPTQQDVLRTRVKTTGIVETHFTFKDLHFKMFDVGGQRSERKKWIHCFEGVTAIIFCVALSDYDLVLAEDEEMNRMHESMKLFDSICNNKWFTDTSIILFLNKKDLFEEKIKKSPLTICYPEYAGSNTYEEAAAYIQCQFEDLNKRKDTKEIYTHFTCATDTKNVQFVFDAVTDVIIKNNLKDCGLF
JMJD2E inh = inhibitors of human JMJD2E histone demethylase; Potency, µM (titrated, usually from 57.1 µM), for the others: top-dose activity change, negative = inhibition, most hits filed as inhibitors; JMJD2E catalytic domain, FDH-coupled NADH fluorescence (FDH is formaldehyde dehydrogenase); 1.6% of 230,000 active; active means well fitted inhibition curve with a large enough effect, not every such curve was filed as active; inconclusive means small, poorly fitted or top-dose-only effect, or another doubt; inactive means no such curve, though single readings can be large or run the other way;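 further: 0% = wells with enzyme and -100% = buffer wells without enzyme; nearly all actives have a fitted effect of over 50% in size; many of its hits are not listed in these tables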
aGal spleen mod = alpha-galactosidase A (human) modulation; human spleen homogenate, 4MU-alpha-Gal fluorescence, 40 min; Potency, µM (highest dose often 80 µM), for the others: at the highest dose activity change, negative = inhibition, hits mostly inhibitors; 0.008% of 240,000 active; AID 2107;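 further: 0% = enzyme with vehicle and -100% = no enzyme basal signal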
Target sequence (P06280 32-429 limits assumed): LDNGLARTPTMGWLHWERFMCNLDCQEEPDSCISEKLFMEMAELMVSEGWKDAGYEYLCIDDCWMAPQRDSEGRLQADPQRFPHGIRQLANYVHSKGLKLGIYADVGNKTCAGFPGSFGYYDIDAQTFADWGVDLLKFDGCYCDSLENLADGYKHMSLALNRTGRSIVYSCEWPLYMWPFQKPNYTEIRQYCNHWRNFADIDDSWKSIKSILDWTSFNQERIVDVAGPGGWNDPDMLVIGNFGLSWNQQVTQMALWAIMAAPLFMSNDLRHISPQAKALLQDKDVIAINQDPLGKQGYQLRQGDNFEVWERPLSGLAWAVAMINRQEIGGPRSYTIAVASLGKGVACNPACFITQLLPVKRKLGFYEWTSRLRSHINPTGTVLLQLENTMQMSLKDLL
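Fluorogenic readout (Ex 365/Em 440 nm) of 4-methylumbelliferone released from 1 mM 4-MU-alpha-galactoside by spleen homogenate, 40 min at 37C, pH 5.0. Data normalized to no-enzyme and enzyme controls; Hill-equation AC50 from compound titrations.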
ALDH1A1 inh = blocks purified human ALDH1A1 activity; P00352; Purified ALDH1A1, NADH fluorescence, propionaldehyde substrate; Potency, µM (highest dose often 75.3 µM), for the others: at the highest dose activity, negative = inhibition, most hits filed as inhibitors; 7.3% of 220,000 active; AID 1030; active means well fitted inhibition curve with a large enough effect, not every such curve was filed as active; inconclusive means small, poorly fitted or top-dose-only effect, or another doubt; inactive means no such curve, though single readings can be large or run the other way;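 further: plate controls were no enzyme wells and a reference inhibitor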
An asterisk follows results filed as active; ? = inconclusive; nt = not tested or not shown; & = joins results of further samples; [ ] = another dose, or the depositor's remark. Unless noted, the call rests on the fitted dose curve; in most records, active means well fitted curve in the direction sought with a large enough effect; inconclusive means small, poorly fitted or top-dose-only effect, or another doubt; inactive means no such curve, though single readings can be large; an effect the other way counts as inactive or inconclusive. Potency means the concentration at half of the fitted maximal effect. These rows are one share of the data. The share of hits here may be higher or lower than overall.

SMILES	aGlu spleen mod	GAA glycogen mod	GAA inh	SMN2 splice enh	GoLoco inh red	JMJD2E inh	aGal spleen mod	ALDH1A1 inh
CC(C)(C)c1ccc(OCCOCCn2cnc3ccccc3c2=O)cc1	-3%	3%	6%	-10%	-1%	-1%	-6%	-14%
CC(C(=O)O)c1ccc(-c2ccccc2)c(F)c1 (stereo unspecified)	0%&0%&-2%	2%&3%	3%&-3%[15.4 µM]	-16%&-11%	9%&3%&-2%	8%&14%&7%	-3%&1%&3%	7%&10%
Cc1cccc(N=C2NN=C(c3ccc4c(c3)OCCO4)CS2)c1	3%	-10%	-6%	-3%	4%	-4%	8%	?
Cc1cccc(Nc2nnc(SCC(=O)NCc3cccs3)s2)c1	1%	-3%	-3%	5%	-10%	6%	3%	4%
O=C(NCC1CCCO1)C1CCN(C2CCN(CCCC3CCCC3)CC2)CC1 (stereo unspecified)	12%	-4%	?	nt	15%	12%	7%	-8%
COc1ccc(CC(=O)NCC2(N3CCCCC3)CCCCC2)cc1	-5%	10%	0%	-28%	22%	-15%	2%	1%
Cc1nc(NC(=O)/C=C/c2ccccc2)sc1C(=O)Nc1cccc(Cl)c1	-2%	3%	6%	-4%	-1%	nt	-4%	?
Cc1cc(OCC(=O)Nc2ccc(N3CCCC3)cc2)cc(C)c1Cl	3%	8%	-2%	-11%	13%	-28%	-1%	-4%
O=C(COc1ccc(Cl)cc1)NCCSCc1cccc(Cl)c1	2%	2%	?	0%	8%	-3%	8%	14%
C/C(CC(=O)Nc1ccc(N(C)C)cc1)=N\NC(=O)c1cnccn1	-25%	?	-2%	5%	-6%	-1%	4%	?
CCOc1ccc(C2=NNC(c3cccs3)=Nc3ccc(OCC)cc32)cc1	-5%	1%	?	-4%	9%	-6%	2%	33%[activator]
CC(C)C(C)NC(=O)COc1ccc(S(=O)(=O)N2CCOCC2)cc1Cl (stereo unspecified)	-3%	7%	-4%	4%	5%	-18%	-6%	-11%
COC(=O)[C@@]1(Cc2ccc(OC)cc2)[C@H]2c3cc(C(=O)N4CCCC4)n(CCc4c[nH]c5ccccc45)c3C[C@H]2CN1C(=O)c1ccccc1	-1%	nt	nt	-7%	-2%	-15%	8%	-9%
CCCCn1c(SCC(=O)NCc2ccco2)nc2cc(S(N)(=O)=O)ccc21	6%	-9%	-3%	15%	21%	1%	11%	14µM*
Cc1cc(NC(=O)CSc2nccn2-c2ccc([N+](=O)[O-])cc2)no1	1%	-8%	1%	7%	-2%	4%	3%	15%
COc1ccc(NCc2nnc(SCC(=O)NCc3ccco3)n2-c2ccccc2OC)cc1	-8%	?	2%	-3%	0%	-2%	-5%	-7%
C#CCCCCCCC#CCN(C)C	-5%	-3%	2%	-30%	-8%	16µM*	-8%	?
CC(=O)Nc1ccc2nsnc2c1	-1%	2%	nt	nt	1%	?	5%	nt
CC1Cc2ccccc2N1C(=O)COC(=O)CNC(=O)c1ccc(Br)o1 (stereo unspecified)	4%	-13%	-5%	41%	-4%	4%	6%	28µM*
COC(=O)c1cn(Cc2ccc(C(F)(F)F)cc2)cc(F)c1=O	5%	4%	nt	nt	-16%	?	10%	nt
O=C(Nc1ccc(N2CCCCC2)cc1)C(Cl)c1ccccc1 (stereo unspecified)	-3%	-22%	-4%	16%	21%	0%	-21%	?
N[C@H](C(=O)O)[C@H](OCc1ccccc1)C(=O)O	1%	nt	nt	nt	5%	-20%	0%	-2%
CC(N)(C(=O)O)c1cccc(CC(=O)O)c1 (stereo unspecified)	5%	nt	nt	0%	8%	nt	-6%	-7%
O=C(NNc1cccc(Cl)n1)Nc1ccccc1F	8%	-27%	3%	8%	-6%	1%	2%	-10%
Cc1ccc(CNC(C)c2ccccc2)cc1 (stereo unspecified)	-13%	-6%	-6%	-22%	8%	-1%	-1%	-3%

Looked up by compound from the list above (2):
SMILES	aGlu spleen mod	GAA glycogen mod	GAA inh	SMN2 splice enh	GoLoco inh red	JMJD2E inh	aGal spleen mod	ALDH1A1 inh
C/C(CC(=O)Nc1ccc(N(C)C)cc1)=N\NC(=O)c1cnccn1	-25%	?	-2%	5%	-6%	-1%	4%	?
N[C@H](C(=O)O)[C@H](OCc1ccccc1)C(=O)O	1%	nt	nt	nt	5%	-20%	0%	-2%

Additional records:
SMILES	aGlu spleen mod	GAA glycogen mod	GAA inh	SMN2 splice enh	GoLoco inh red	JMJD2E inh	aGal spleen mod	ALDH1A1 inh
COc1cccc(C(=O)NNC(=O)CCc2ccccc2)c1	8%	-1%	0%	3%	4%	2%	1%	2%
O=S(=O)(NCCc1csc(-c2cccnc2)n1)c1cccs1	1%	-1%	-1%	9%	5%	-5%	5%	?
Cc1nnc(NC(=O)CSc2ncnc3scc(-c4ccccc4)c23)s1	10%	3%	12%	-8%	7%	-4%	13%	-5%
Cc1ccc2[nH]c3c(c2c1)CN(C)CC3	-16%	1%	3%	24%	-3%	-17%	-17%	-2%
CCS(=O)(=O)N1CCCC(C(=O)NCc2ccc(C)cc2)C1 (stereo unspecified)	-7%	7%	0%	?	-2%	2%	10%	?
Cc1nnc(NC(=O)C2COc3ccccc3O2)s1 (stereo unspecified)	-1%	8%	?	28%	4%	6%	4%	4%
O=C1CC(N2CCSCC2)C(=O)N1CCc1ccccc1 (stereo unspecified)	-9%	0%	-4%	4%	6%	12%	0%	0%
Cn1c(Cc2ccccc2)n[nH]c1=S	-4%	-9%	4%	22%	-1%	-3%	-4%	-12%
C1CCN2C[C@@H]3C[C@@H](CN4CCCC[C@H]34)[C@H]2C1	2%[29.1 µM]	nt	nt	-3%[20.6 µM]	-31%[21.6 µM]	1%[25.5 µM]	10%[29.1 µM]	9%[20.9 µM]
CCOc1cc(/C=C2/NC(=S)NC2=O)ccc1OCc1ccc([N+](=O)[O-])cc1	4%	10%	3%	1%	-1%	2%	-19%	2%
C=C(C)CSc1nc(N)c2c(C)c(C)sc2n1	0%	5%	-11%	-12%	-2%	1%	8%	2%
CCCCCNC(=O)CCCCn1c(=O)[nH]c2cc(OCC)c(OCC)cc2c1=O	6%	9%	0%	-5%	2%	?	-2%	11%
COc1ccc(Cl)cc1Nc1nc(C)cc(C)c1C(N)=O	-4%	?	-3%	2%	1%	5%	-1%	-42%
O=C(CCC1COc2ccccc2O1)Nc1cccnc1 (stereo unspecified)	5%	1%	5%	7%	1%	-2%	3%	-1%
Cc1cc(C(=O)NCCCN(C)C)c2ccccc2n1	0%	0%	4%	9%	-5%	-15%	0%	-6%
Cc1ccc(C(=O)Nc2c(C)cc(-c3ccccc3)oc2=O)cc1	-5%	-22%	-12%	0%	-1%	nt	8%	7%
O=C(CCn1cccc1)NCc1ccccc1	-10%	9%	4%	8%	3%	1%	1%	0%
CCCN(CCC)CCCNC(=O)c1cn(CCOC)c(=O)c2c1c1ccccc1n2C	6%	-24%	?	-1%	12%	?	15%	?
O=C1c2cc(S(=O)(=O)NCCCO)ccc2-c2ccc(S(=O)(=O)NCCCO)cc21	-1%	-6%	-8%	29%	-1%	8%	10%	43%[activator]
CCOc1ccccc1CN1CCN(Cc2cccc3nonc23)CC1CCO (stereo unspecified)	0%	0%	-2%	nt	9%	0%	3%	0%
CCOC(=O)C1=C(C)NC(=S)NC1c1ccc(-c2ccc(Cl)cc2)o1 (stereo unspecified)	3%	7%	1%	-22%	0%	0%	-17%	4.5µM*
Cc1cc(C)cc(N(CC(=O)Nc2cccc(C)n2)S(=O)(=O)c2c(C)noc2C)c1	-7%	-6%	-10%	-40%[inhibitor]	-1%	-1%	3%	7%
CCOC(=O)c1c(CN(C)C)n(-c2ccccc2)c2cc(Br)c(OC)cc12	2%	-4%	-4%	-7%	12%	-9%	9%	?
COCCN(C(C)=O)c1nnc(-c2cnccn2)s1	2%	-14%	-5%	0%	-5%	?	-1%	?
CN1CCN(CCCNC(=O)c2cn(C)c3ccc(S(=O)(=O)N(C)C)cc3c2=O)CC1	-5%	7%	-6%[15.4 µM]	1%	3%	-5%	-2%	3%
CCOc1cc(C=O)cc(Cl)c1OCC(N)=O	0%	2%	-4%	17%	23%	-8%	-12%	7.1µM*
O=C(CCN1C(=O)c2cccc([N+](=O)[O-])c2C1=O)Nc1nccs1	-3%	1%	-3%	12%	8%	-8%	6%	?
Cc1cc(C(=O)NCc2ccco2)on1	2%	-7%	-2%[15.4 µM]	-2%	7%	1%	6%	-4%
Cc1ccccc1-c1nccc(Nc2ccc(F)cc2)n1	-5%	nt	nt	nt	6%	nt	-8%	17%

Entries from the list above containing a Cl atom:
SMILES	aGlu spleen mod	GAA glycogen mod	GAA inh	SMN2 splice enh	GoLoco inh red	JMJD2E inh	aGal spleen mod	ALDH1A1 inh
Cc1nc(NC(=O)/C=C/c2ccccc2)sc1C(=O)Nc1cccc(Cl)c1	-2%	3%	6%	-4%	-1%	nt	-4%	?
Cc1cc(OCC(=O)Nc2ccc(N3CCCC3)cc2)cc(C)c1Cl	3%	8%	-2%	-11%	13%	-28%	-1%	-4%
O=C(COc1ccc(Cl)cc1)NCCSCc1cccc(Cl)c1	2%	2%	?	0%	8%	-3%	8%	14%
CC(C)C(C)NC(=O)COc1ccc(S(=O)(=O)N2CCOCC2)cc1Cl (stereo unspecified)	-3%	7%	-4%	4%	5%	-18%	-6%	-11%
O=C(Nc1ccc(N2CCCCC2)cc1)C(Cl)c1ccccc1 (stereo unspecified)	-3%	-22%	-4%	16%	21%	0%	-21%	?
O=C(NNc1cccc(Cl)n1)Nc1ccccc1F	8%	-27%	3%	8%	-6%	1%	2%	-10%
COc1ccc(Cl)cc1Nc1nc(C)cc(C)c1C(N)=O	-4%	?	-3%	2%	1%	5%	-1%	-42%
CCOC(=O)C1=C(C)NC(=S)NC1c1ccc(-c2ccc(Cl)cc2)o1 (stereo unspecified)	3%	7%	1%	-22%	0%	0%	-17%	4.5µM*
CCOc1cc(C=O)cc(Cl)c1OCC(N)=O	0%	2%	-4%	17%	23%	-8%	-12%	7.1µM*

Screening data (PubChem)
